Bioassay records deposited in PubChem by Broad Institute.
Statin myotox sup: protects C2C12 myotubes from simvastatin toxicity | ATP luminescence, 48 h; scaled: DMSO 0, geranylgeraniol control 100 | rescue of ATP level, % at 7.49 µM | actives 0.78% (n = 330,000) | AID 602340;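 active = mean ATP rescue above about 67%, or every replicate alone reaching that limit, limit read from the data, passing the limit was not always enough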;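 also: myotubes were challenged with 10 µM simvastatin during compound exposure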
GSIS activator: primary screen for activators of insulin secretion dependent on glucose, INS-1E cells, GLuc reporter luminescence; INS-1E GLuc reporter insulin secretion, 2-3 h; activation, % at 16.6 µM; actives 0.61% (n = 370,000);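 active = lowest replicate activation of at least 40%, so every replicate reaches that level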;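 also: 0% = median of neutral control wells and 100% = median of IBMX positive control wells; some compounds called inactive have numbers as strong as hits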
Cneo AK release: Cryptococcus neoformans lysis via adenylate kinase release; lysis activity, % at 15 µM; actives 0.2% (n = 360,000); C. neoformans lysis, adenylate kinase release luminescence, 4 h; normalised: neutral wells 0, clomiphene wells 100; AID 651654;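 active = mean lysis activity across replicates of at least 80%, whatever share of replicates individually reach that level; inactive = mean lysis activity below 80%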
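Test system: log-phase Cryptococcus neoformans yeast cells; Quantity: yeast cell density of 5 × 10^6 cells/mL; Buffer or medium: YPD; Doses: single compound concentration per well; Timing: 4 h at 37 °C static, read 1 h later; Measured by: AK luminescence; Read-out basis: lysis from increased AK signal; Control set: Clomiphene as positive control.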
PglD inh: blocks C. jejuni PglD acetyltransferase activity; purified PglD enzyme, DTNB colorimetric CoA detection; inhibition, % at 12.5 µM; actives 0.098% (n = 360,000); in the data active = inhibition above about 16%, passing the limit was not always enough; also: strong numbers were not always called active
FN deposit inh: fibronectin deposition inhibition. inhibition, % at 12.6 µM. AH1F fibroblasts, Alexa488-fibronectin deposition fluorescence, overnight. actives 0.086% (n = 350,000);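 active = mean inhibition across replicates of 30% or more, regardless of how many single replicates reach that level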;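 also: positive control wells lacked labelled fibronectin entirely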
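Material – AH1F fibroblast monolayer, labelled fibronectin deposition · Reagent – labelled fibronectin 24 nM · Timing – 1 h adhesion, overnight exposure · Measured by – fluorescence at 485 nm excitation, 525 nm emission · Read-out – inhibition of fibronectin deposition signal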
PGC1a acetyl inh: PGC1a acetylation modulation, inhibitor mode | inhibition, % at 15.6 µM | actives 0.17% (n = 350,000) | AID 651687 | U2OS PGC1a acetylation, AlphaScreen anti-acetyl-lysine; with virally co-expressed GCN5 acetyltransferase;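 active = every replicate shows inhibition of at least 40%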;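 also: 0% = neutral control wells and 100% = positive control wells; some results beyond the cut were filed as inactive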
miR-122 sensor: inhibitors of miR-122 in Huh7 cells; Huh7 miR-122 Renilla luciferase sensor, 48 h; neutral wells = 0, positive control = 100; activation (reporter increase), % at 12.5 µM; actives 0.3% (n = 340,000); AID 602342;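 active = mean replicate activation score at least 90 and every replicate individually at or above 90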;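 also: higher luciferase means less miR-122 activity so hits act as miR-122 inhibitors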
F508del corr: correctors of CFTR F508del function in bronchial epithelial cells; AID 720511; CFBE cells, YFP halide quenching; stimulated with forskolin plus potentiator P3; % fluorescence drop versus neutral controls; actives 0.36% (n = 350,000); activity (quench increase), % at 7.58 µM;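 active = mean added fluorescence quench of at least 8% versus neutral control, with both replicates also reaching 8%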;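 also: cells transiently co-express mutant CFTR-F508del with the halide-sensitive YFP; corrector assay measuring rescue of mutant channel to the surface after 24 h compound exposure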
The depositor's hits bear a star; nt = no result given; & = joins results of further samples; [ ] = another dose, or the depositor's remark.

Order of values – Statin myotox sup	GSIS activator	Cneo AK release	PglD inh	FN deposit inh	PGC1a acetyl inh	miR-122 sensor	F508del corr
[1] COC(=O)C[C@@H]1CC[C@@H]2[C@@H](COc3ccc(NC(=O)Nc4ccccc4C)cc3C(=O)N2C)O1
 : -16	1	-2	1	-7	-5	17[16.7 µM]	-3.2
[2] O=C(/C=C/c1cccc(F)c1)Nc1nccs1
 : -11	-5	1	5	nt	-8	-1	-1.9
[3] COc1ccc(OC(=O)COc2ccc(Cl)cc2)cc1
 : 8	-1	1	1	-3	-9	0	-1.3
[4] COc1ccc(NS(=O)(=O)c2ccc(C)c(C(=O)NC3CCN(Cc4ccccc4)CC3)c2)cc1
 : -2	-12	-1	-4	-5	-3	-2	-1.5
[5] CCOc1ccc(NC(=O)COn2nnc3ccc(S(=O)(=O)N4CCOCC4)cc32)cc1
 : nt	-46	nt	nt	-1	14	nt	0.5
[6] O=C(N/N=C/c1ccc(Br)o1)/C(=C/c1ccc([N+](=O)[O-])cc1)NC(=O)c1ccccc1
 : -7	-2	0	3	nt	4	nt	-0.7
[7] O=C(Nc1cccc(NC(=O)c2ccc(-c3cccc(Br)c3)o2)c1)c1ccco1
 : -11	nt	11	-1	nt	0	3	nt
[8] CCN(CC)c1ccc(/C=N/N2C(=O)c3ccccc3C2=O)cc1
 : -12	1	6	-1	-2	3	-1	nt
[9] O=C(C[C@H]1CC[C@@H](NS(=O)(=O)c2ccccc2)[C@H](CO)O1)NCc1ccccc1F
 : 2	7	2	0	nt	-14	nt	0.1
[10] Cc1cc(-c2cccs2)nc(-n2cccc2)n1
 : 10	nt	-1	-3	0	14	1	nt
[11] COCCNc1oc(/C=C/c2cccs2)nc1S(=O)(=O)c1ccccc1
 : 9	1	0	-2	nt	-4	13	0.4
[12] O=C(CSc1nnnn1C1CC1)N1CCN(c2ccccc2F)CC1
 : 4	3	1	6	-8	-1	-9	0.4
[13] Cc1c(C(c2ccc([N+](=O)[O-])cc2)c2c(C)n(C)n(-c3ccccc3)c2=O)c(=O)n(-c2ccccc2)n1C
 : nt	nt	1	-2	nt	6	-2	nt
[14] CN1CCCN(S(=O)(=O)c2cccc(C(F)(F)F)c2)c2nc3ccccc3nc21
 : -6	10	0	-2	8	-1	11	0.7
[15] Cn1c(SCC(=O)Nc2ccc3c(c2)n(C)c(=O)n3C)nnc1-c1ccncc1
 : 7	9	3	3	-4	-1	0	0.7

The list goes on (four carried over from the part before).
Order of values – Statin myotox sup	GSIS activator	Cneo AK release	PglD inh	FN deposit inh	PGC1a acetyl inh	miR-122 sensor	F508del corr
[12] O=C(CSc1nnnn1C1CC1)N1CCN(c2ccccc2F)CC1
 : 4	3	1	6	-8	-1	-9	0.4
[13] Cc1c(C(c2ccc([N+](=O)[O-])cc2)c2c(C)n(C)n(-c3ccccc3)c2=O)c(=O)n(-c2ccccc2)n1C
 : nt	nt	1	-2	nt	6	-2	nt
[14] CN1CCCN(S(=O)(=O)c2cccc(C(F)(F)F)c2)c2nc3ccccc3nc21
 : -6	10	0	-2	8	-1	11	0.7
[15] Cn1c(SCC(=O)Nc2ccc3c(c2)n(C)c(=O)n3C)nnc1-c1ccncc1
 : 7	9	3	3	-4	-1	0	0.7
[16] C/C(Cl)=C\COc1cc(C)nc2c(Br)cccc12
 : nt	-1	nt	nt	2	-5	nt	1.1
[17] CCN(C(=O)c1c(C)cc(=O)oc1C)c1ccc2c(c1)OCO2
 : 6	nt	-2	nt	0	-34	-2	nt
[18] O=C(CN1CCN(S(=O)(=O)c2ccccc2[N+](=O)[O-])CC1)NC(=O)NCc1ccco1
 : nt	0	nt	nt	2	nt	3	-0.3
[19] Cc1nn(C)cc1S(=O)(=O)N1CCCC(C(=O)O)C1 (stereo not drawn)
 : 1	3	0	1	nt	1	-1	1.0
[20] CN(C)C(=O)c1cccc(-c2ccc(C3[C@@H]4CN(C(=O)Nc5ccccc5F)C[C@H]3N4)cc2)c1 (stereo partly drawn)
 : nt	2&-14	nt	nt	1&0	-1&2	nt	1.6&-3.0
[21] Cc1ccc2cc(CN(CC(C)C)C(=O)C3CCCO3)c(=O)[nH]c2c1 (stereo not drawn)
 : 1	nt	1	-2	3	2	-6	nt
[22] Cc1cc(C)cc(NC(=O)Nc2c(Br)cnn2C)c1
 : 7	nt	-1	2	nt	5	-8	nt
[23] Clc1ccc(N=C2SCC3CCCCN23)cc1 (stereo not drawn)
 : -6	-7	-1	-3	8	3	-3	-3.7
[24] COc1ccc2nc(NNC(=O)C3COc4ccccc4O3)sc2c1 (stereo not drawn)
 : 8	nt	-3	-2	5	nt	nt	1.6
[25] CC(C)(C)c1cc(C(=S)N2CCCC2)cc(C(C)(C)C)c1O
 : -33	-19	11	-8	3	nt	2	0.0
[26] CC1CN(CCOCCSc2ccccc2)CC(C)O1 (stereo not drawn)
 : nt	4	nt	nt	6	-9	nt	4.3
[27] COc1cc(NS(=O)(=O)c2cc(NC(C)=O)ccc2OC)c(OC)cc1NC(=O)c1ccccc1
 : 1	15	0	1	3	-3	8	1.0
[28] CO[C@H]1CN(C)C(=O)c2cc(NC(=O)c3cccc(F)c3)ccc2OC[C@@H](C)N(CC2CC2)C[C@@H]1C
 : -4	19	12	0	-1	1	nt	1.5
[29] CCN(CC)S(=O)(=O)c1ccc(N2CCOCC2)c(NC(=O)c2ccc(N3CCCC3=O)cc2)c1
 : -9	3	3	6	-7	0	nt	1.4
[30] O=C(CSCc1c(Cl)cccc1Cl)Nc1nccs1
 : 1	nt	1	4	-27	-5	1	nt
[31] Cc1cc(NC(=O)c2cc(-c3cccs3)nc3ccccc23)no1
 : -4	-30	-6	-1	7	-7	6	-3.1
[32] O=C(CCN1C(=O)C2C3C=CC(C3)C2C1=O)Nc1ccc2ncccc2c1 (stereo not drawn)
 : -3	-15	1	-3	nt	-16	-5	nt
[33] CCC(=O)Nc1cc(C(=O)NCC2CCCN2CC)c(OC)cc1N(C)C (stereo not drawn)
 : nt	6	-6	4	1	1	1	nt
[34] CCCNC(=O)C(Cc1ccc(C(F)(F)F)cc1)NC(=O)c1ccc2ccccc2n1 (stereo not drawn)
 : -8	0	-1	0	-1	-13	1	0.4
[35] O=C(c1[nH]c(C(F)(F)F)nc1-c1ccccc1)N1CCN(Cc2c(F)cccc2Cl)CC1
 : -7	7	1	-1	-1	-4	3	-0.4
[36] COc1cc(OC)c(NC(=O)Cn2cccc2)cc1Cl
 : nt	nt	10	3	nt	-9	-8	nt
[37] Cc1ccccc1OCC(O)Cn1c(NCc2ccco2)nc2c1c(=O)[nH]c(=O)n2C (stereo not drawn)
 : 10	7	-1	5	nt	-12	1	-2.9
[38] CCOc1ccccc1C(=O)NC(C)c1ccc(-n2ccnc2)cc1 (stereo not drawn)
 : nt	13	18	nt	-1	nt	nt	0.9
[39] CC1(Cc2ccc(C(F)(F)F)o2)C(=O)Nc2ccc(-c3cccc(C(F)(F)F)c3)cc21 (stereo not drawn)
 : 0	173*	0	5	1	nt	13	-1.3
[40] COc1ccc(NC(=O)Nc2ccc3c(c2)CC(=O)N([C@@H](C)CO)C[C@H](C)[C@@H](CN(C)C(=O)Nc2ccc(C(F)(F)F)cc2)O3)cc1
 : -9	0	1	3	nt	0	5[16.7 µM]	2.5
[41] O=C(CCc1nc(-c2ccc(Cl)cc2)no1)NC1CCCC1
 : 12	-5	-1	-5	1	0	-8	-0.1
[42] Cc1noc(C)c1NC(=O)Nc1ccc2c(c1)C(=O)N([C@H](C)CO)C[C@H](C)[C@H](CN(C)Cc1ccc(Cl)c(Cl)c1)OCCCC[C@H](C)O2
 : nt	-9	-4	0	nt	-15	-4[16.7 µM]	-0.7
[43] O=C(Cn1cnc2c(nnn2Cc2ccc(F)cc2)c1=O)Nc1ccc2c(c1)OCCO2
 : 4	1	11	-5	-1	-4	-1	1.9
[44] Cc1cc(Br)ccc1SCC(=O)OCC(=O)Nc1ccccc1C#N
 : 5	1	1	1	2	-13	6	nt
[45] CC(=O)c1ccc(NC(=S)NCCc2ccccn2)cc1
 : 3	4	nt	nt	-2	nt	-2	nt

(further entries)
entry | SMILES | Statin myotox sup | GSIS activator | Cneo AK release | PglD inh | FN deposit inh | PGC1a acetyl inh | miR-122 sensor | F508del corr
46 | Cc1ccc(-c2nnc(SCc3nc4ccccc4[nH]3)n2Cc2ccco2)cc1 | -17 | -11 | 2 | -7 | nt | -13 | nt | nt
47 | Cc1ccccc1C(=O)NC(=S)Nc1ccccc1C(=O)O | -2 | 4 | -3 | -2 | 2 | 1 | -2 | -2.4
48 | CNC(=O)C[C@H]1CC[C@H]2[C@@H](COC[C@H](O)CN2S(=O)(=O)c2cccc(Cl)c2)O1 | -1 | 16 | 3 | 0 | -2 | -20 | 1[16.7 µM] | -0.1
49 | Cc1ccc(OCCC(=O)N2CCN(c3ccc(O)cc3)CC2)cc1 | nt | -17 | nt | nt | 4 | 6 | nt | 0.1
50 | CC1CC(C)CN(S(=O)(=O)c2ccc3c(c2)C(C)(C)C(=O)N3C)C1 (stereo not drawn) | 5 | 9 | 0 | -2 | -2 | -4 | 9 | -1.8
51 | CCCn1nnnc1NCc1ccc(Cl)cc1Cl | 14 | -8 | -4 | -2 | 1 | -3 | 4 | 1.7
52 | O=C(Cc1ccccc1)NCC(=O)Nc1cccc(Cl)c1 | 12 | 6 | -2 | 2 | 2 | nt | 0 | 2.7
53 | Cc1cc(C)nc(N(C#N)CC(=O)N(c2ccccc2)C(C)C)n1 | 2 | nt | 2 | 2 | nt | 12 | -2 | nt
54 | CCOC(=O)c1sc(Nc2nc3cc4c(cc3s2)OCO4)cc1C | nt | -6 | 0 | -2 | -6 | 8 | -7 | nt
55 | Cc1ccc(N(CC(=O)Nc2c(C)n(C)n(-c3ccccc3)c2=O)S(C)(=O)=O)c(C)c1 | nt | 1 | nt | nt | 13 | 3 | nt | 0.1
56 | CCOC(=O)C1CCN(C(=O)Cn2cc3c(n2)CCC(C)C3)CC1 (stereo not drawn) | -1 | -4 | -4 | 0 | -2 | -15 | -9 | 5.1
57 | COc1ccc(N2C(=O)CN=C2Nc2nc(C)cc(C)n2)cc1 | -5 | nt | -2 | 0 | 1 | 4 | nt | nt
58 | COc1ccc2c3c([nH]c2c1)[C@@H](CO)N(C(C)=O)CC31CCN(C(=O)Nc2ccc(F)cc2F)CC1 | nt | 15 | nt | nt | -19 | 2 | nt | -5.6
59 | O=C(c1c(F)cccc1F)N(Cc1ccccn1)C1CCCC1 | nt | 17 | 6 | 0 | nt | -1 | 2 | -1.1
60 | O=C(Cn1cnc2c(nnn2-c2ccccc2)c1=O)NCCc1ccccc1 | 12 | nt | -2 | 1 | -11 | nt | -2 | -0.4
61 | O=C(NCCCn1ccnc1)c1ccc2ccccc2c1 | nt | -2 | -1 | 2 | nt | 2 | -3 | 2.9
62 | COc1ccccc1-c1cc(C(=O)N/N=C\c2cnn(C)c2C)c2ccccc2n1 | 3 | 15 | 1 | 7 | 0 | 11 | 1 | -2.3
63 | COc1ccc(CN(C)C[C@H]2Oc3ccc(NS(=O)(=O)c4ccc(C)cc4)cc3C(=O)N([C@@H](C)CO)C[C@@H]2C)cc1 | 22 | 2 | -1 | -3 | nt | -13 | 1[16.7 µM] | 3.6

GSIS activator: what is marked active above
nr	Molecule	GSIS activator	PglD inh	PGC1a acetyl inh	miR-122 sensor	F508del corr
39	CC1(Cc2ccc(C(F)(F)F)o2)C(=O)Nc2ccc(-c3cccc(C(F)(F)F)c3)cc21 (stereo not drawn)	173*	5	nt	13	-1.3
